HTT ATP protect – qHTS Multiplex Assay to Identify Dual Action Probes in a Cell Model of Huntington: Cytoprotection (ATP). PC12 HTT-Q103 induced, cytoprotection, ATP luminescence, 40 h. Potency, µM (top dose mostly 56.4 µM), without a hit: cytoprotection (ATP increase), actives largely listed as activators. 0.14% of 230,000 active;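 further: % of control where 0% means no effect; nearly all actives have a fitted effect of over 45% in size; toxic huntingtin expression switched on by the ecdysone agonist tebufenozide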
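Huntington model: PC12 line, ecdysone-inducible HTTQ103 exon1–GFP, tebufenozide 100 nM. Test articles in a dose series. Endpoint luminescence from cellular ATP.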
TRb SRC2 PPI – qHTS for Inhibitors of the Interaction of Thyroid Hormone Receptor and Steroid Receptor Coregulator 2; Thyroid hormone receptor beta (Homo sapiens), P10828; TRbeta-SRC2 peptide binding, fluorescence polarization; receptor liganded with 1 µM T3; Potency, µM (series often up to 106 µM), without a hit: top-dose activity change, negative = inhibition, actives largely listed as inhibitors; 0.065% of 280,000 active; AID 1469, 2008;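 further: plate controls were bound peptide for no effect and peptide without receptor for full effect; nearly all actives have a fitted effect of over 50% in size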
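Each compound concentration gave % activity, normalized to unbound and bound Texas Red SRC2 controls, from polarization read after 5 hr ambient incubation with T3-loaded human TRb LBD.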
Tau fluor cs – Counterscreen qHTS for Inhibitors of Tau Fibril Formation, Fluorescence Polarization; Potency, µM (highest dose often 57.7 µM), inactives show at the highest dose activity change, negative = decrease; tau K18 P301L Alexa594 fluorescence, heparin fibrillization; 0.93% of 280,000 active; further: on the % scale 0 is the no-effect control and ±100 the full control effect; nearly all actives have a fitted effect of over 55% in size
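Human tau K18 P301L (15 uM unlabeled, 0.24 uM Alexa 594-labeled) in 100 mM sodium acetate pH 7 with 20 uM heparin, 6 hr at 37 C. ThT 30 uM added, 1 hr ambient; Alexa 594 FP and total fluorescence read at 555/632 nm.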
TR SRC2 fluor cs – Total Fluorescence Counterscreen for Inhibitors of the Interaction of Thyroid Hormone Receptor and Steroid Receptor Coregulator 2 | TRb/SRC2 Texas Red total fluorescence interference | Potency, µM (doses to about 106 µM), for inactives: top-dose fluorescence change, negative = quenching | 0.29% of 280,000 active | AID 1479, 2009; active means well fitted curve in either direction with a large enough effect; inconclusive means small, poorly fitted or top-dose-only effect; further: on the % scale 0 is the no-effect control and ±100 the full control effect
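Human TRβ ligand-binding domain (0.6 uM) and Texas Red SRC2 peptide (20 nM) in Tris buffer with 1 uM T3 and 5% DMSO were incubated with pinned compound for 5 hr at ambient temperature. Total fluorescence was computed as S + 2P (555/632 nm).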
RECQ1 helicase – qHTS Assay for Inhibitors of RecQ-Like Dna Helicase 1 (RECQ1); 0.54% of 240,000 active; RECQ1 DNA unwinding, red fluorescence kinetic read; Potency, µM (titrated, usually from 57.3 µM), inactives show at the highest dose activity, negative = inhibition, actives largely listed as inhibitors;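 further: plate controls were vehicle for no effect and no enzyme for full effect; nearly all actives have a fitted effect of over 30% in size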
Target sequence (P46063 whole entry, looked up): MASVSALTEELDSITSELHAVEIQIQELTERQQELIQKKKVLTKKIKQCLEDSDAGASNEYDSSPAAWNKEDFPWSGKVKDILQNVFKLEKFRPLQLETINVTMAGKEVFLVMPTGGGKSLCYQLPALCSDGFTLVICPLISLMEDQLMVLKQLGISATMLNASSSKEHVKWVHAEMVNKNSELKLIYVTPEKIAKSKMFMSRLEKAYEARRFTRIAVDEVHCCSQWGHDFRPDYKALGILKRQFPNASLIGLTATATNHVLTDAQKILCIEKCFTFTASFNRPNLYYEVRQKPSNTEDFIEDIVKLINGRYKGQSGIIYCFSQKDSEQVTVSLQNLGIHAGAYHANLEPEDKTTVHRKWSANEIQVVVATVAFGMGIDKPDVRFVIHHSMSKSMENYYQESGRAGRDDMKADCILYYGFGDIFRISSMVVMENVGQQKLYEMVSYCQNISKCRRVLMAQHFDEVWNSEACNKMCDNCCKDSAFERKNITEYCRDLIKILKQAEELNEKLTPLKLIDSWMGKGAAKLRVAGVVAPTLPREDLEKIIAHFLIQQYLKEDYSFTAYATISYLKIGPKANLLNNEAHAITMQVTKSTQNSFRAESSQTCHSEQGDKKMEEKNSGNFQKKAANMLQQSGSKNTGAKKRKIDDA
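RECQ1T1 50 nM; forked duplex (20 bp + 30-nt ss tails) 200 nM, ATP 2 mM final; pH 8.0, 2 mM MgCl2, 2.5 ug/ml poly(dI-dC); 15 min compound preincubation; discontinuous kinetic read over 2 h at RT.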
L3MBTL1 block – qHTS Assay for the Inhibitors of L3MBTL1. Lethal(3)malignant brain tumor-like protein 1 (Homo sapiens), Q9Y468. AlphaScreen L3MBTL1–H3K9me1 peptide binding. Potency, µM (highest dose often 57.1 µM), without a hit: top-dose activity, negative = inhibition, usual class: inhibitors. 0.66% of 230,000 active. AID 485360, 2010; further: on the % scale 0 is the no-effect control and ±100 the full control effect; nearly all actives have a fitted effect of over 60% in size
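Read-out is AlphaScreen signal from streptavidin donor and nickel chelate acceptor beads (10 ug/mL final each) bridging L3MBTL1 (50 nM) and biotinylated K9-monomethylated H3(1-15) peptide (75 nM), after 30 min compound exposure at room temperature.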
Tau fibril ThT – qHTS for Inhibitors of Tau Fibril Formation, Thioflavin T Binding; recombinant tau K18 P301L, heparin-induced fibrillization, ThT fluorescence; Potency, µM (highest dose often 57.4 µM), for inactives: top-dose activity, negative = inhibition, usual class: inhibitors; 2.1% of 270,000 active; further: on the % scale 0 is the no-effect control and ±100 the full control effect; nearly all actives have a fitted effect of over 55% in size
Target sequence (P10636 561-689 P618L limits assumed): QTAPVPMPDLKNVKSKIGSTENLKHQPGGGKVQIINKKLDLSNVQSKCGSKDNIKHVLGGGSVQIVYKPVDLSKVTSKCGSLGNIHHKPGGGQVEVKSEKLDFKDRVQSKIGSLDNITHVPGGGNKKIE
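ThT emission at 510 nm, taken 1 hr after adding 30 uM dye, quantifies aggregates formed when 20 uM heparin acts on human tau K18 P301L for 6 hr at 37 C.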
Tau fibril FP – qHTS for Inhibitors of Tau Fibril Formation, Fluorescence Polarization; AID 1468, 2008; Microtubule-associated protein tau (Homo sapiens), P10636; K18 P301L tau heparin fibrillization, Alexa594 FP, 6 h; Potency, µM (highest dose often 57.7 µM), for inactives: at the top dose activity, negative = inhibition, actives largely listed as inhibitors; 0.39% of 280,000 active; further: on the % scale 0 is the no-effect control and ±100 the full control effect; nearly all actives have a fitted effect of over 55% in size
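Quantitative HTS format: compounds meet 15 uM recombinant K18 P301L tau and Alexa 594-tau tracer in 100 mM sodium acetate pH 7; 20 uM heparin triggers fibrillization at 37 C over 6 hr; FP gives the signal.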
Active calls of the source: *; i = inactive; ? = inconclusive; . = not tested or not shown; [ ] = remark or other dose. Unless noted, the call rests on the fitted dose curve; in most records, active means well fitted curve in the direction sought with a large enough effect; inconclusive means small, poorly fitted or top-dose-only effect, or another doubt; inactive means no such curve, though single readings can be large; an effect the other way counts as inactive or inconclusive. Potency means the concentration at half of the fitted maximal effect. Not all compounds are listed. The share of hits here may be higher or lower than overall.

A first look, 3 compounds:
Labels used below – A = HTT ATP protect; B = TRb SRC2 PPI; C = Tau fluor cs; D = TR SRC2 fluor cs; E = RECQ1 helicase; F = L3MBTL1 block; G = Tau fibril ThT; H = Tau fibril FP
Cc1ccc(S(=O)(=O)N2CCOCC(=O)NCCOCCNC(=O)COCC2)cc1
  A: -9% | B: -12% | C: 7% | D: -2% | E: -3% | F: 8% | G: 6% | H: 2%

Cc1ccc(-c2nnc3sc(-c4ccncc4)nn23)cc1
  A: -7% | B: 5% | C: -3% | D: -6% | E: i | F: 5% | G: -14% | H: -4%

C/C(CC1(O)/C(=N/O)CCc2nonc21)=N\O (configuration not stated)
  A: -6% | B: -15% | C: 4% | D: -2% | E: 0% | F: -4% | G: -3% | H: 2%

Results, from the first entry:
Labels used below – A = HTT ATP protect; B = TRb SRC2 PPI; C = Tau fluor cs; D = TR SRC2 fluor cs; E = RECQ1 helicase; F = L3MBTL1 block; G = Tau fibril ThT; H = Tau fibril FP
Cc1ccc(S(=O)(=O)N2CCOCC(=O)NCCOCCNC(=O)COCC2)cc1
  A: -9% | B: -12% | C: 7% | D: -2% | E: -3% | F: 8% | G: 6% | H: 2%

Cc1ccc(-c2nnc3sc(-c4ccncc4)nn23)cc1
  A: -7% | B: 5% | C: -3% | D: -6% | E: i | F: 5% | G: -14% | H: -4%

C/C(CC1(O)/C(=N/O)CCc2nonc21)=N\O (configuration not stated)
  A: -6% | B: -15% | C: 4% | D: -2% | E: 0% | F: -4% | G: -3% | H: 2%

COc1ccc(S(=O)(=O)N2CCOCC2)cc1NC(=O)c1ccc2c(c1)OCCO2
  A: . | B: -4% | C: -10% | D: 0% | E: 8% | F: -1% | G: 7% | H: -2%

CC1Cc2ccccc2N1CC(=O)NC(c1ccccc1)c1ccccc1 (configuration not stated)
  A: 9%[1.9 µM] | B: -4% | C: -10% | D: 0% | E: -4% | F: -14% | G: -9% | H: 8%

CCc1cccc(C)c1NC(=S)N(CCN(C)C)Cc1cccs1
  A: ? | B: 2% | C: -7% | D: 0% | E: i | F: . | G: -2% | H: 0%

COc1ccc(-c2nnc(SCC(=O)c3ccco3)n2-c2ccccc2)cc1
  A: 23%[10 µM] | B: 7% | C: 3% | D: -1% | E: -1% | F: -2% | G: 0% | H: 0%

CCCC(=O)Nc1ccc(Cl)c(NC(=O)CC)c1
  A: -4%[10 µM] | B: 3% | C: 5% | D: -1% | E: -2% | F: 3% | G: 13% | H: 1%

COC(=O)c1sc(S(=O)(=O)N2CCN(CCO)CC2)c(C(=O)OC)c1C
  A: -2% | B: 2% | C: 7% | D: -2% | E: i | F: 5% | G: -2% | H: 1%

Cc1cc(C)c2cc(CN(Cc3nnnn3C3CCCCC3)CC3CCCO3)c(=O)[nH]c2c1 (configuration not stated)
  A: -3% | B: 2% | C: -5% | D: 2% | E: i | F: . | G: ? | H: 8%

Cc1ccc(NC(=S)/C(=C(\[O-])c2ccc(F)cc2)[n+]2ccccc2)cc1
  A: -35%[inhibitor] | B: 2% | C: -14% | D: -3% | E: 0% | F: -14% | G: ? | H: 4%

NC(=O)CSc1nnc(-c2ccccc2Br)n1-c1cccc(C(F)(F)F)c1
  A: 3%[10 µM] | B: -2% | C: -4% | D: 2% | E: -6% | F: 5% | G: -1% | H: -1%

CCOc1cc2[nH]c(=O)n(Cc3ccc(C(=O)NCCCN4CCC(C)CC4)cc3)c(=O)c2cc1OCC
  A: -6% | B: 1% | C: -5% | D: -2% | E: -12% | F: . | G: -1% | H: 0%

O=C(CN1C(=O)c2ccccc2C1=O)NCC1CCCO1 (configuration not stated)
  A: -19% | B: 4% | C: -10% | D: -4% | E: 0% | F: 7% | G: -1% | H: 1%

Clc1ccccc1OCCn1cnc2ccccc21
  A: -25% | B: -3% | C: -6% | D: -8% | E: -1% | F: 0% | G: -1% | H: -4%

COc1ccc(-c2[nH]c3c(c2-c2c(-n4cccc4)n(C)c(=O)n(C)c2=O)c(=O)n(C)c(=O)n3C)cc1
  A: . | B: -2% | C: 3% | D: 0% | E: . | F: . | G: 4% | H: 4%

CC(C)[C@H](NC(=O)c1ccco1)C(=O)OCC(=O)N1CCc2ccccc21
  A: 23% | B: -9% | C: -8% | D: -1% | E: 14% | F: . | G: -1% | H: 11%

CC(=O)Nc1ccc(S(=O)(=O)NCCC(=O)NCCc2ccc(F)cc2)cc1
  A: 1% | B: -12% | C: -9% | D: -2% | E: i | F: -1% | G: -6% | H: -13%

O=C(COC(=O)CCc1ccccc1)Nc1ccccc1OC(F)F
  A: 13%[10 µM] | B: 2% | C: -8% | D: -1% | E: 7% | F: . | G: -6% | H: 3%

CCOc1ccc(NC(=O)CN2CCCN(Cc3cc(C)ccc3C)S2(=O)=O)cc1
  A: . | B: 5% | C: -24% | D: -2% | E: . | F: . | G: -10% | H: -4%

COc1ccccc1C(=O)NNC(=O)c1cccc(Cl)c1
  A: ? | B: 0% | C: 3%[2.34 µM] | D: -4% | E: i | F: 7% | G: -1% | H: 6%

CC(=O)c1cccc(NC(=O)N2CCCC2C(=O)Nc2c(C)cccc2C)c1 (configuration not stated)
  A: 5% | B: 10% | C: -9% | D: 6% | E: -5% | F: -5% | G: -8% | H: -5%

COCc1cc(/C=N\NC(=O)Cc2ccc(Cl)cc2)ccc1OC
  A: . | B: -4% | C: 7% | D: -2% | E: 4% | F: -3% | G: 8% | H: ?

CC(SCCc1ccccn1)C(=O)O (configuration not stated)
  A: -9%[0.074 µM] | B: -16% | C: 0% | D: -1% | E: -8% | F: 0% | G: -4% | H: -7%

COc1cccc(NC(=O)c2ccco2)c1
  A: -11% | B: -1% | C: 2% | D: -1% | E: 0% | F: ? | G: -11% | H: 1%

COc1ccc(C2=C(SC)CC2=NC(C)(C)C)cc1
  A: 4%[10 µM] | B: 0% | C: -10% | D: -3% | E: -6% | F: 2% | G: ? | H: 2%

CCN=C1SC(CC(=O)Nc2ccc(C(F)(F)F)cc2)C(=O)N1CC (configuration not stated)
  A: 1% | B: -4% | C: -16% | D: 0% | E: -2% | F: 14% | G: -16% | H: 6%

Clc1ccc(-c2cnc3ccccc3n2)cc1
  A: ? | B: -4% | C: -10% | D: -3% | E: -8% | F: 12% | G: -17% | H: -4%

O=C(Nc1ccc(N2CCN(C(=O)c3ccc(Cl)cc3)CC2)cc1)c1ccc(Br)o1
  A: -31% | B: 9% | C: ? | D: 2% | E: -6% | F: -11% | G: ? | H: 14%

O=C(O)CCCC(=O)N1CCN(c2ncccn2)CC1
  A: 11%[10 µM] | B: -9% | C: 2% | D: -1% | E: -28% | F: 10% | G: -3% | H: 7%

COCCN(C(=O)CNC(=O)c1ccco1)C(C(=O)NC1CCCC1)c1cccs1 (configuration not stated)
  A: 3%[10 µM] | B: -1% | C: 5% | D: -5% | E: -4% | F: -5% | G: 0% | H: 4%

COc1ccc(-c2noc(CSCC(=O)Nc3cccc(C(F)(F)F)c3)n2)cc1OC
  A: . | B: 6% | C: -20% | D: -15% | E: . | F: . | G: 2% | H: -12%

C[C@@H](O)C1NC(=O)[C@H](CCCCN)NC(=O)c2cc([N+](=O)[O-])cc(I)c2OCC[C@@H](C(N)=O)NC1=O (some centres not stated)
  A: . | B: -5% | C: -18% | D: -2% | E: -3% | F: 1% | G: ? | H: -4%

Nc1ccc(SCc2nc3cccc4c3n2CCC4)cc1
  A: 18%[10 µM] | B: 9% | C: ? | D: -4% | E: -1% | F: . | G: . | H: -2%

CCNC(=O)C12CCC(C)(c3nc4cc(C)c(C)cc4nc31)C2(C)C (configuration not stated)
  A: -24% | B: 3% | C: -1% | D: 1% | E: 6% | F: 0% | G: -9% | H: 2%

CC1=C(C(=O)NCc2cccc(F)c2)C2(CCCCCC2)OC1=O
  A: . | B: 7% | C: -8% | D: -18% | E: . | F: . | G: 0% | H: -8%

Cc1cc(Br)c(NC(=O)c2ccccc2[N+](=O)[O-])cc1C
  A: -21% | B: -2% | C: -7% | D: -6% | E: -1% | F: -3%[11.4 µM] | G: -9% | H: -2%

Cc1nn(Cc2ccc(F)cc2)c(C)c1NC(=O)CCCn1nc([N+](=O)[O-])cc1C
  A: -39%[inhibitor] | B: 0% | C: -2% | D: 1% | E: -1% | F: -2% | G: -4% | H: 2%

CCOC(=O)c1ccc(Oc2nc(NC(C)(C)C)nc(N(C)C)n2)cc1
  A: -7%[10 µM] | B: 3% | C: -15% | D: 2% | E: -13% | F: . | G: ? | H: 12%

CC(=O)c1ccc(N2CCN(C(=S)Nc3cc(C)ccc3C)CC2)cc1
  A: -2%[10 µM] | B: 5% | C: 0% | D: 3% | E: i | F: 1% | G: -14% | H: 9%

CCc1ccc(NCc2cc3cc4c(cc3n(CC(=O)Nc3ccc(Cl)cc3)c2=O)OCO4)cc1
  A: . | B: 0% | C: ? | D: 1% | E: . | F: . | G: 6% | H: ?

CC(C)Oc1ccc(CNC(=O)c2cccc(NC(=O)N3CCSc4ncccc43)c2)cc1
  A: . | B: -10% | C: -28% | D: -2% | E: . | F: . | G: -13% | H: -2%

CCCCN=C1CC(C)(C)CC(=O)/C1=C(/O)CCC
  A: 15%[10 µM] | B: -1% | C: 5% | D: -3% | E: -4% | F: 14% | G: 4% | H: 7%

COC(=O)c1ccc(Cn2cnc3c(cnn3-c3ccc(Cl)cc3)c2=O)o1
  A: . | B: -4% | C: -16% | D: 0% | E: -6% | F: 12% | G: -13% | H: -4%

Screens from PubChem.
